LANA DNA inh – inhibitors of KSHV C-LANA binding to DNA, primary screen, biochemical, fluorescence polarization, FAM-LBS DNA, MBP-C-LANA, single point; Kaposi's sarcoma herpesvirus LANA C-terminal domain (residues 932-1162) DNA binding; inhibition, % at 9 µM; 340,000 compounds, 0.078% hits; AID 504423, 2011;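 active = highest replicate inhibition at or above 60% at 9 µM, even if other replicates fall short; inactive = all replicates below 60% inhibition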;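 also: 0% = neutral control wells and 100% = 4 µM acridine orange control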
CAL PDZ FP-1 – untagged CAL PDZ binding inhibitors, primary screen, biochemical, fluorescence polarization, HTS | Golgi-associated PDZ and coiled-coil motif-containing protein (Homo sapiens), Q9HD26 | purified CAL PDZ, TMR-peptide fluorescence polarization, 1 h | inhibition, % at 24.9 µM | 300,000 compounds, 0.92% hits | AID 602252, 2012;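 active = mean inhibition of at least 30% with at least half of replicates also reaching 30%; inconclusive = no clear call, values can overlap the other calls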;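 also: 0% = DMSO neutral control and 100% = excess unlabeled competitor peptide PRC23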
SR-BI DiI-HDL act – activators of SR-BI mediated DiI-HDL uptake, primary screen, ldlA[mSR-BI] CHO cells, DiI fluorescence; 3 h; 100 = double the neutral-control signal; activation, % at 12.5 µM; 320,000 compounds, 0.096% hits;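 active = mean replicate activation of at least 60% and every replicate at or above 60%; inconclusive = mean or all-replicate condition met, but not both; inactive = mean below 60% and not all replicates reaching 60%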;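 also: 0% = median plate neutral-control signal and 100% = twice that signal; values of inactives mirror those of a sister screen read the other way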
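material = CHO ldlA[mSR-BI] cells | medium = Ham's F12 with 0.5% BSA, HEPES 25 mM, pH 7.4 | reagent = fluorescent DiI-HDL, 10 µg/mL final | compound dosing = single-point compound dose | incubation = 3 h, 37 °C | measured by = bottom-read fluorescence, 550/595 nm | measure = HDL uptake via cellular fluorescence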
CAL PDZ FP-2 – CAL PDZ peptide-binding inhibitors, primary screen, biochemical, fluorescence polarization, Cer-tagged CAL PDZ, HTS; Golgi-associated PDZ and coiled-coil motif-containing protein (Homo sapiens), Q9HD26; purified CAL PDZ, TMR-peptide fluorescence polarization, 1 h; inhibition, % at 20 µM; 330,000 compounds, 0.02% hits; AID 504414, 2011;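 active = highest replicate inhibition of at least 40%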;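 also: plate controls were DMSO neutral control wells for no effect and unlabeled competitor peptide control wells for full effect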
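System: purified tagged CAL PDZ domain construct (CerCALP). Schedule: 1 h incubation at room temperature before polarization reading. Medium: 25 mM sodium phosphate pH 7.4, 150 mM NaCl, TCEP, IgG, Thesit. Read-out: percent inhibition from loss of millipolarization. Measured by: FP readout, S and P plane fluorescence. Probe or stimulus: fluorescent TMR peptide probe.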
Cardiac RTF inh – cardiac RTF calcium sensitivity inhibitors, primary screen, biochemical, IANBD-TnC fluorescence, EC70 calcium; Troponin I, cardiac muscle (Homo sapiens) + Troponin T, cardiac muscle (Homo sapiens) + …; IANBD-labeled cardiac RTF, Ca2+ fluorescence; inhibition, % at 7.15 µM; 340,000 compounds, 0.12% hits;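 active = inhibition above the mean inhibition of all tested compounds plus 3 SD, cut at about 17% in these data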;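 also: assay run at fixed EC70 calcium of 1.6 mM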
PKA-R2B act – activators of PKA-R2B holoenzyme, primary screen, biochemical, fluorescence polarization, Cy5-IP20, human. 340,000 compounds, 0.079% hits. activation, % at 11.4 µM. AID 504700, 2011. PKA-R2B holoenzyme dissociation; R2B truncated from residue 108, S112A mutant; 0% DMSO only, 100% 113 µM cGMP;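 active = activation above a cutoff set at the mean over all compounds plus 3 SD, cut at about 18% in these data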;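 also: higher means more holoenzyme dissociation and a rise in polarization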
Target sequence (P31323 whole entry, looked up, other chains not shown, the tested form may be a part): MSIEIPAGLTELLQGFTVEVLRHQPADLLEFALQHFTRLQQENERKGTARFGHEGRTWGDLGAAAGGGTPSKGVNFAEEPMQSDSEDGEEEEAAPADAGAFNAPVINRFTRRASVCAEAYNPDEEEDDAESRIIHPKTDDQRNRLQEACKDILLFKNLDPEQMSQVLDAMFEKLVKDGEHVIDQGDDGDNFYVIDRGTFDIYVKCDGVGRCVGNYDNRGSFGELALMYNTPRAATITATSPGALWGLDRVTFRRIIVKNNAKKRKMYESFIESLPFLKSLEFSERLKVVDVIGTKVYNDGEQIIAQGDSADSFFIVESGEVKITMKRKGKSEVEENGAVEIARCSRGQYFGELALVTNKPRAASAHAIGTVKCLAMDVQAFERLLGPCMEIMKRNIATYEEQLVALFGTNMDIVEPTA
Keap1-Nrf2 PPI – Keap1-Nrf2 protein-protein interaction inhibitors, primary screen, biochemical, fluorescence polarization, single point; Keap1 Kelch-Nrf2 peptide fluorescence polarization, 1536-well; 340,000 compounds, 0.15% hits; inhibition, % at 9.4 µM; in the data active = inhibition above about 12%; inconclusive = no clear call, values can overlap the other calls; inactive = below about 7.3%;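 also: human Keap1 Kelch domain with fluorescein labeled Nrf2 9mer peptide probe; 0% = neutral control wells and 100% = peptide positive control; higher means more block of Keap1 binding to Nrf2 peptide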
RTF Ca sens act – cardiac RTF calcium sensitivity activators, primary screen, biochemical, IANBD-TnC fluorescence, EC20 calcium | IANBD-labeled TnC RTF fluorescence at EC20 calcium; 0% EC20 calcium, 100% full calcium | 340,000 compounds, 0.24% hits | activation, % at 7.2 µM;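 active = activation above the mean over all tested compounds plus 3 SD, cut at about 30% in these data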;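 also: rise in fluorescence read as greater calcium sensitivity of cardiac thin filaments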
Rtt109 Vps75 – inhibitors of C. albicans Rtt109/Vps75 HAT, primary screen, biochemical, ThioGlo CoA-SH fluorescence, plate reader | purified Rtt109/Vps75, 4 h | 330,000 compounds, 0.16% hits | inhibition, % at 34.9 µM | Histone acetyltransferase RTT109 (Candida albicans (strain SC5314 / ATCC MYA-2876)), … | AID 540336, 2011;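 active = inhibition of at least 50% in every replicate; inconclusive = best replicate reaches 50% inhibition but some replicates fall short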
DAGLB inhibitor – DAGLB lipase inhibitors, primary screen, biochemical, fluorescence, HTS. AID 504411, 2011. 340,000 compounds, 0.059% hits. Diacylglycerol lipase-beta (Homo sapiens), Q8NCG7. inhibition, % at 5.17 µM. HEK293T DAGLB membrane lysate, EnzChek fluorogenic substrate; in the data active = inhibition above about 34%;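 also: 0% = enzyme with vehicle and 100% = wells lacking enzyme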
Target sequence (Q8NCG7 whole entry, looked up): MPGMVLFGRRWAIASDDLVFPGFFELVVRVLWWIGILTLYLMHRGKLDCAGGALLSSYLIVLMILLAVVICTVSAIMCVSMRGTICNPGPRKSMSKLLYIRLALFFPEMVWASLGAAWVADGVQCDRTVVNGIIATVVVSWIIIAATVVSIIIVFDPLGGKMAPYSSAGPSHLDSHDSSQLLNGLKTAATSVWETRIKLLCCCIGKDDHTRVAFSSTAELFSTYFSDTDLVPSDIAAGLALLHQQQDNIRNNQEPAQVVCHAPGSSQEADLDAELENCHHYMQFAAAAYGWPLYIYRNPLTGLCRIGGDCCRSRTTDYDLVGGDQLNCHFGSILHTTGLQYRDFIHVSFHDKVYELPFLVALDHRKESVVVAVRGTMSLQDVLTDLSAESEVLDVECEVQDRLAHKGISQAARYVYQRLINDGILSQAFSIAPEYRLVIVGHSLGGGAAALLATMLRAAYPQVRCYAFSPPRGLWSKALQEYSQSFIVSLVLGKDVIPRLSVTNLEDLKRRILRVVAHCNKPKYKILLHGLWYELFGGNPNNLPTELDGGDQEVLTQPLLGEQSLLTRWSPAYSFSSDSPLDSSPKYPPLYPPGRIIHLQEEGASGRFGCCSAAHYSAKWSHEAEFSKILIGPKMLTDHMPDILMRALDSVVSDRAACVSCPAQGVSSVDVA
* hit, by the source's call; ? = inconclusive; nt = not tested or not shown.

LANA DNA inh	CAL PDZ FP-1	SR-BI DiI-HDL act	CAL PDZ FP-2	Cardiac RTF inh	PKA-R2B act	Keap1-Nrf2 PPI	RTF Ca sens act	Rtt109 Vps75	DAGLB inhibitor	SMILES
0.7	nt	17	-3.1	-9	2	1	1	-11	-1	Cc1cc(C)n(C(N)=NC(=O)c2ccc([N+](=O)[O-])cc2)n1
-2.6	-1	12	-3.1	-3	-6	-4	0	nt	-6	CCc1nc(N2CCN(Cc3ccc4c(c3)OCO4)CC2)c2oc3ccccc3c2n1
4.5	9	-45	0.5	0	11	1	-3	14	-1	S=C(NCCc1ccccc1)N1CCN(C23CC4CC(CC(C4)C2)C3)CC1
-0.4	8	-3	0.8	-1	-1	-12	-11	3	-1	CN1OC[C@@H]2CN[C@H](c3cccc(-c4ccccc4)c3)C[C@@H]21
0.7	-1	10	0.1	5	-9	1	1	-1	-5	CC/C(=N\NC(=O)CSCc1ccccc1Cl)c1ccc2c(c1)OCCO2
1.0	6	11	1.7	-1	-2	-6	-5	-3	-5	Nc1ncnc2c1ncn2[C@@H]1O[C@H](CNC(=O)[C@@H](N)CO)[C@@H](O)[C@H]1O
-0.6	-1	-3	-0.4	-3	-2	2	-6	4	-1	CC(C)CC(=O)Nc1ccc(Oc2ccc3c(c2)C(=O)NC3=O)cc1
-1.1	-4	14	-0.6	12	-6	-3	-6	1	1	CC(O)[C@H]1CNC(=O)C(=O)N1CCC12CC3CC(CC(C3)C1)C2 (some centres undefined)
-1.3	0	-16	-3.0	-3	3	-2	-1	-12	-5	COc1cccc(/C=N/n2c(=S)n(C)c3ccccc32)c1OC
0.7	-18	5	-6.5	-9	-8	0	4	-3	3	COCCNC(=O)c1cc(-c2ccccc2)n(CC2CC(c3ccc(OC)cc3)=NO2)n1 (centres undefined)
1.8	0	5	-4.4	-8	-14	-5	7	14	-3	Cc1oc(-c2nc3ccccc3n2C)cc1C(=O)c1ccccc1
-0.1	-5	36	-1.6	6	7	2	2	1	-1	CN1C=CC(=O)[C@@H](OC(=O)Nc2ccc(Br)cc2)[C@H]1c1ccccc1Br
-0.8	1	41	-1.1	-19	5	-2	-5	-6	1	Cc1ccc(C(CNS(=O)(=O)c2ccc(C)cc2)N2CCN(C)CC2)cc1 (centres undefined)
-4.2	-2	-1	-1.2	6	-1	6	-2	4	-6	OCC#CCSc1nnc(-c2cccc3ccccc23)o1
-0.6	4	nt	-1.8	4	-10	-2	-2	4	-3	CC1CN(S(=O)(=O)c2ccc(F)cc2)CN1C(=O)N1CCOCC1 (centres undefined)
-0.1	-5	13	0.0	-2	-4	-8	-3	1	10	COC(=O)Cc1cc(=O)n(-c2ccccc2)[nH]1
-1.7	-1	-30	0.6	1	-4	-3	5	-12	-1	CCN(CC)S(=O)(=O)c1ccc(OC)c(NC(=O)Cc2cccs2)c1
-2.8	7	-13	-1.2	1	-6	0	1	-1	-1	CC(C)(C)n1nc2c(c1NC(=O)c1cc3ccccc3o1)CS(=O)(=O)C2
1.8	2	-10	-0.3	2	1	5	0	3	-3	COc1cccc(-c2noc(C3CCCN(C(=O)CC(C)(C)C)C3)n2)c1 (centres undefined)
-1.4	-6	-2	20	-4	3	0	3	3	-6	CCC(=O)c1cn(CC(=O)Nc2cccc(C)c2C)c2ccccc12
0.7	-2	-16	-1.7	-11	-8	-3	0	-2	-2	CCC1CCCCN1C(=O)c1sc2ncnc(N(CC)CC)c2c1C (centres undefined)
0.9	-4	nt	-2.0	-8	2	-1	-2	4	-3	COc1ccccc1CN1CCN(Cc2nc(-c3cccs3)no2)CC1
0.1	-3	-14	-0.7	11	3	1	-3	5	-1	O=C(Cc1ccccc1[N+](=O)[O-])Nc1ccc2c(c1)OCCO2
2.0	0	nt	-2.3	-9	-2	1	3	-4	-1	COCC1CCCN(Cc2cn(-c3ccccc3F)nc2-c2cc(C)sc2C)C1 (centres undefined)
1.0	-3	13	-0.7	5	-13	1	-6	-6	-3	CC1(C)OC(=O)C=C(CC2NS(=O)(=O)OC3CCCCC23)O1 (centres undefined)
-0.6	-8	6	-2.8	-14	13	0	6	-6	2	CC1CCC(NC(=O)c2ccc(NC(=O)CC3SC(N4CCCC4)=NC3=O)cc2)CC1 (centres undefined)
0.2	nt	16	-1.0	0	3	-5	-1	1	1	COCCNS(=O)(=O)c1cc(OC)c(C)cc1C
-0.9	0	16	0.7	-3	3	-6	11	-9	1	CC1CCc2c(nc3ncnn3c2N2CC(C)OC(C)C2)C1 (centres undefined)
-4.9	1	10	-1.4	-17	6	1	1	-1	0	CCOC(=O)C(OC(=O)c1sc(=S)n(C)c1C)C(C)=O (centres undefined)
-0.2	-11	12	-0.8	-11	0	0	-1	-8	3	COc1ccc(CCN(C)C(=O)c2ccc(OCC(=O)N3CCOCC3)c(OC)c2)cc1OC

Shown field by field: part of the list above.
Nc1ncnc2c1ncn2[C@@H]1O[C@H](CNC(=O)[C@@H](N)CO)[C@@H](O)[C@H]1O
  LANA DNA inh: 1.0
  CAL PDZ FP-1: 6
  SR-BI DiI-HDL act: 11
  CAL PDZ FP-2: 1.7
  Cardiac RTF inh: -1
  PKA-R2B act: -2
  Keap1-Nrf2 PPI: -6
  RTF Ca sens act: -5
  Rtt109 Vps75: -3
  DAGLB inhibitor: -5

CC(O)[C@H]1CNC(=O)C(=O)N1CCC12CC3CC(CC(C3)C1)C2 (some centres undefined)
  LANA DNA inh: -1.1
  CAL PDZ FP-1: -4
  SR-BI DiI-HDL act: 14
  CAL PDZ FP-2: -0.6
  Cardiac RTF inh: 12
  PKA-R2B act: -6
  Keap1-Nrf2 PPI: -3
  RTF Ca sens act: -6
  Rtt109 Vps75: 1
  DAGLB inhibitor: 1

Cc1cc(C)n(C(N)=NC(=O)c2ccc([N+](=O)[O-])cc2)n1
  LANA DNA inh: 0.7
  CAL PDZ FP-1: nt
  SR-BI DiI-HDL act: 17
  CAL PDZ FP-2: -3.1
  Cardiac RTF inh: -9
  PKA-R2B act: 2
  Keap1-Nrf2 PPI: 1
  RTF Ca sens act: 1
  Rtt109 Vps75: -11
  DAGLB inhibitor: -1

Next structures follow:
LANA DNA inh	CAL PDZ FP-1	SR-BI DiI-HDL act	CAL PDZ FP-2	Cardiac RTF inh	PKA-R2B act	Keap1-Nrf2 PPI	RTF Ca sens act	Rtt109 Vps75	DAGLB inhibitor	SMILES
-0.3	nt	-5	-0.7	-2	-6	0	0	2	3	Cc1ccc(/C(O)=C2/C(=O)C(=O)N(Cc3ccco3)C2c2cccs2)cc1 (centres undefined)
-1.8	nt	6	0.1	-8	-1	-1	-2	4	0	O=C(O)CN1C(=O)C2C3C=CC(C3)C2C1=O (centres undefined)
0.6	-5	-18	-0.2	-4	-17	-3	0	-4	1	CC(=O)Oc1ccc(-c2csc(Nc3ccc(S(N)(=O)=O)cc3)n2)cc1
2.6	-1	9	-2.6	-2	-14	1	-1	-1	1	O=C(O)C1CC(=O)N(c2ccc3c(c2)OCCO3)C1 (centres undefined)
1.3	-1	17	-0.3	-5	-8	-4	-2	4	-5	CC(=O)N1CCC(N(CCCOC(C)C)S(=O)(=O)c2ccc([N+](=O)[O-])cc2)CC1
-0.8	1	0	0.0	-12	4	0	1	-26	-2	COc1ccc(CCn2cc(C#N)c(=O)[nH]c2=O)cc1OC
1.7	-6	-32	-2.8	-1	1	-3	7	-4	-1	Cc1sc2ncnc(N3CCC(C(=O)Nc4ccc(Br)cc4Br)CC3)c2c1C
-0.6	nt	-7	1.0	-1	-4	0	-7	18	-2	COc1ccccc1CC(=O)OC(C)C(=O)Nc1ccc(S(=O)(=O)N2CCCCC2)cc1 (centres undefined)
1.5	3	0	-2.5	-2	-4	1	1	?	-6	COC(=O)c1cccc(NC(=O)CCCOc2ccccc2)c1
-0.7	3	-12	0.4	2	0	-1	0	-2	3	COc1ccc([C@@H]2CC=C(C(=O)O)CN2S(=O)(=O)c2ccc(Cl)cc2)cc1
0.0	1	-71	-0.8	15	-4	-4	4	2	-3	CCOCCn1c(=NC(=O)/C=C/c2ccccc2Cl)sc2cc(NC(C)=O)ccc21
1.1	-3	11	-0.2	2	10	3	-1	-7	-2	COCCNC(=O)CN(c1cccc(OC)c1)S(=O)(=O)c1ccc(C)cc1
0.5	-2	-8	-0.3	6	-3	3	-1	-1	1	Cc1c(Cl)cccc1NC(=O)CCN1CCCCC1
2.7	-4	nt	-2.4	2	-7	0	-7	3	-2	CCc1ccc(C(CNc2nc(C(F)(F)F)nc3ccccc23)N(C)C)cc1 (centres undefined)
-1.7	-3	9	-2.5	5	3	-7	1	-9	-3	C[C@H]1CN([C@@H](C)CO)C(=O)c2cc(NS(=O)(=O)c3ccc(F)cc3)ccc2O[C@H]1CN(C)S(=O)(=O)c1cn(C)cn1
-2.6	-2	30	0.1	-2	-3	0	2	7	-1	O=[N+]([O-])c1ccc(N2CCN(CCO)CC2)c2ncccc12
2.0	nt	7	-0.6	-10	0	2	-7	1	4	Cc1ccc(S(=O)(=O)N2CCN(c3ccc(N4CCOCC4)nn3)CC2)cc1[N+](=O)[O-]
0.2	3	18	-1.3	2	-11	3	-5	-5	1	O=C(CCCn1c(=O)oc2ccccc21)N1CCN(c2ccc(F)cc2)CC1

Two neighbouring entries out of the list so far, quoted:
LANA DNA inh	CAL PDZ FP-1	SR-BI DiI-HDL act	CAL PDZ FP-2	Cardiac RTF inh	PKA-R2B act	Keap1-Nrf2 PPI	RTF Ca sens act	Rtt109 Vps75	DAGLB inhibitor	SMILES
2.7	-4	nt	-2.4	2	-7	0	-7	3	-2	CCc1ccc(C(CNc2nc(C(F)(F)F)nc3ccccc23)N(C)C)cc1 (centres undefined)
-1.7	-3	9	-2.5	5	3	-7	1	-9	-3	C[C@H]1CN([C@@H](C)CO)C(=O)c2cc(NS(=O)(=O)c3ccc(F)cc3)ccc2O[C@H]1CN(C)S(=O)(=O)c1cn(C)cn1
